Bioassay records (PubChem BioAssay)
CHRM1 antagonist: antagonists of human M1 muscarinic receptor. P11229. CHO-K1 hM1, Fluo-8 calcium fluorescence, ACh EC80 antagonist. inhibition, % at 3 µM. 1.3% of 360,000 active. AID 588852;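 active = percent inhibition above its own plate's cutoff, namely the mean of that plate's compound wells plus 3 SD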;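 note: peak over basal fluorescence ratio during 140 s after agonist addition; 0% = ACh EC80 plus DMSO and 100% = DMSO alone without agonist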
Target sequence (P11229 whole entry, looked up): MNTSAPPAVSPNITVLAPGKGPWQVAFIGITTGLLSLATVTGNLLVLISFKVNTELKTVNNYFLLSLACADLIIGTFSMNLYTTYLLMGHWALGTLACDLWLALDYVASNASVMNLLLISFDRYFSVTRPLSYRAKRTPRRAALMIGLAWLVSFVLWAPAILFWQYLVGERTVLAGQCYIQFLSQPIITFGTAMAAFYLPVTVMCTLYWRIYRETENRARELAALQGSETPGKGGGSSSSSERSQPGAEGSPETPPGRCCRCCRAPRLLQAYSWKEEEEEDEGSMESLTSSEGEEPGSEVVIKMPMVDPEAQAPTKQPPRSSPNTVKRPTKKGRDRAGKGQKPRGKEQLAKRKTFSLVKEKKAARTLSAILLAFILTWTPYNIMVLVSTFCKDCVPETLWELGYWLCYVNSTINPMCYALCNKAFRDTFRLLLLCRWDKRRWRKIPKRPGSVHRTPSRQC
M1 PAM parental: M1 PAM counterscreen hit in parental CHO-K1 cells | ATP EC20, Fluo-8 calcium fluorescence; 0% at ATP EC20, 100% at ATP max | activation, % at 3 µM | 0.02% of 360,000 active;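 active = activation above the run cutoff, the mean activation of all test compounds plus 3 SD, cut at about 40% in these data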;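 note: peak over basal fluorescence ratio in a 140 s read after ATP addition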
CHO parental Ca: signal in parental CHO cells, OX1R antagonist counter-screen. parental CHO-K1, ATP-induced calcium, Fluo-8 fluorescence. inhibition, % at 5.6 µM. 0.63% of 330,000 active;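 active = inhibition above that plate's mean sample inhibition plus 3 SD, cut at about 26% in these data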;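 note: 0% = ATP-challenged DMSO wells and 100% = DMSO wells without ATP; some compounds past the cut are filed as inactive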
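Test system: untransfected parental CHO cell line. Compound: one dose, 5.6 µM nominal. Detection: intracellular calcium via Fluo-8 no-wash fluorescent dye. Measure: % inhibition. Benchmarks: ATP-challenged DMSO wells low, unchallenged DMSO wells high.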
CHO-K1 Ca antag: M1 antagonist counterscreen hit in parental CHO-K1 cells; ATP-induced calcium, Fluo-8 fluorescence; 0.6% of 360,000 active; inhibition, % at 3 µM;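 active = inhibition above a per-plate cutoff, the plate's mean sample inhibition plus 3 SD, cut at about 24% in these data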;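 note: 0% = DMSO plus EC80 ATP and 100% = DMSO alone without ATP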
CHO-K1 Ca ag: nonselective activator or artifact in parental CHO-K1 cells | Fluo-8 calcium fluorescence; scaled to maximal ATP response, vehicle zero | activation, % at 3 µM | 0.48% of 360,000 active; in the data active = activation above about 15%;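 note: untransfected CHO-K1 host cells lacking M1 receptor as counterscreen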
CHRM1 agonist: activates human CHRM1 receptor; P11229; CHO-K1 hM1, Fluo-8 calcium fluorescence, agonist mode; 0% DMSO, 100% acetylcholine EC100; activation, % at 3 µM; 0.33% of 360,000 active;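 active = activation above the run's mean compound activation plus 3 SD, cut at about 16% in these data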;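 note: peak over basal fluorescence ratio within a 140 s kinetic read after compound addition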
TAAR1 antagonist: antagonists of human TAAR1 | CHO RD-HGA16 TAAR1, Fluo-8 calcium fluorescence, antagonist | inhibition, % at 3 µM | 1.5% of 360,000 active;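 active = inhibition above a per-plate cutoff, the mean inhibition of test compounds on that plate plus 3 SD, cut at about 49% in these data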;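 note: 0% = DMSO plus EC80 beta-PEA response and 100% = DMSO alone without agonist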
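test system = CHO RD-HGA16 cells bearing hTAAR1 | replication = singlicate | controls = DMSO-only wells and EC80 β-PEA-stimulated wells | reagent = EC80 β-phenethylamine stimulus | read-out basis = percent inhibition of PEA-evoked calcium signal, max/basal emission ratio | schedule = seeding 17-24 h prior, 75-min 37 °C, 30-min RT dye loading | signal = kinetic Fluo-8 calcium fluorescence measurement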
TAAR1 agonist: agonists of human TAAR1; CHO RD-HGA16 TAAR1, Fluo-8 calcium fluorescence; vehicle wells 0%, saturating PEA agonist 100%; activation, % at 3 µM; 0.99% of 360,000 active; AID 624467;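 active = activation above the mean activation of all test compounds in the run plus 3 SD, cut at about 38% in these data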
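Signal – calcium-sensitive Fluo-8 signal, excitation 470-495, emission 515-575 nm · System – RD-HGA16 (CHO) cells co-expressing Gα16 and hTAAR1 · Incubation – 17-24 h seeding, 75 min 37 °C dye, 30 min RT · Compound dosing – 3 µM single concentration · Repeats – no replicates (n 1)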
OXTR potentiate: potentiators of human oxytocin receptor. AID 2445. P30559. activation, % at 3 µM. 0.061% of 320,000 active. CHO-OTR cells, Fluo-8 calcium fluorescence, potentiator mode; 0% = oxytocin EC15, 100% = EC100;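 active = activation above that plate's cutoff, the mean activation of tested compounds plus 3 SD, cut at about 6.6% in these data, passing the limit was not always enough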;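 note: 100% uses oxytocin at 75 nM as the full agonist control; some results filed as inactive read as strong as hits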
Target sequence (P30559 whole entry, looked up): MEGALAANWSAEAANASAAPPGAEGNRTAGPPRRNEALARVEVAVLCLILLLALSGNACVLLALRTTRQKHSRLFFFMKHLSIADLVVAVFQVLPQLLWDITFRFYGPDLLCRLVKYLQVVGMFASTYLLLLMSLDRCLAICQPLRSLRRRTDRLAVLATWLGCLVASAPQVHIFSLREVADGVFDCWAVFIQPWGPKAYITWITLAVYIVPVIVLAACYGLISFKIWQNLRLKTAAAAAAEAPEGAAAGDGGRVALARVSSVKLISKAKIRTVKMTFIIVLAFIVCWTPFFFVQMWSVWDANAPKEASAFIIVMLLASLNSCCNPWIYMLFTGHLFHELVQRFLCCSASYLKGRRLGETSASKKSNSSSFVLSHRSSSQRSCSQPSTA
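System: human OTR in CHO cells / Also added: sub-maximal oxytocin, roughly EC15 / Control set: EC15 oxytocin low, 75 nM oxytocin high / Schedule: 6 min compound pre-incubation at room temperature, 100 s kinetic read / Compound: single-point 3.0 µM / Replication: singlicate / Technique: Fluo-8 calcium dye fluorescence / Read-out basis: % activation of max/min ratio relative to oxytocin controls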
The depositor's hits bear a star; . = no result given.

SMILES	CHRM1 antagonist	M1 PAM parental	CHO parental Ca	CHO-K1 Ca antag	CHO-K1 Ca ag	CHRM1 agonist	TAAR1 antagonist	TAAR1 agonist	OXTR potentiate
CC(=O)c1cccc(NC(=O)c2ccc(NC(=O)CCS(=O)(=O)c3cccs3)cc2)c1	17	4	-18	-3	7.8	-7	52*	8	-5
COC(=O)c1nn(-c2ccccc2)c(Sc2ccccc2)c1/C=N/O	6	21	-24	-9	1.1	-5	-25	-4	-12
COc1cc(OC)cc(-n2nnnc2SCC(=O)NCc2cccs2)c1	4	11	-7	-18	-0.5	-2	-44	-2	-15
CCOC(=O)c1c(CC(C)C)csc1NC(=O)COC(=O)c1cnc(C)cn1	-16	19	.	0	0.1	-1	-3	0	.
O=c1c2ccccc2nc(SCc2nc3ccccc3s2)n1CCCO	-3	7	-21	2	1.2	1	3	5	-10
Cn1c(N)c(C(=O)COC(=O)COc2cc(Cl)c(Cl)cc2Cl)c(=O)n(C)c1=O	2	8	-6	-3	0.0	-1	-11	0	-8
CN(C)c1ccc(C(=O)NCc2ccc3c(c2)OCO3)cc1	-20	20	-3	-6	0.5	-2	-5	1	0
CC(C)Cc1ccc(-c2cc(=O)[nH][nH]2)cc1	8	15	11	1	4.4	-4	7	1	6
N#Cc1nc(COc2cccc(Cl)c2)oc1N1CCCC1	-14	19	-5	-8	0.3	-6	6	1	-9
O=C(CCn1c(=S)[nH]c2ccccc2c1=O)NCCSCc1ccccc1	6	-5	-20	5	2.0	-5	13	0	-10
CC(C)(C)CC(=O)Nc1ccccc1N1CCN(c2ccccc2)CC1	9	-11	-36	-2	-0.9	-2	-20	12	10
O=C(O)c1cc(NCc2ccc3c(c2)OCO3)ccc1N1CCOCC1	0	11	8	-11	0.9	-7	-2	2	3
COc1ccc(-c2ccc(C(=O)NCc3ccc(N4CCN(C)CC4)cc3)c3occc23)c(C)c1	6	5	.	-7	1.2	-1	-5	21	.
Cc1ccc(OCC(=O)N2CCC(N3CCCCCC3)CC2)cc1	-18	18	-24	-7	0.2	-6	-10	9	-3
CCn1c(=N)n(CC(O)c2cccs2)c2ccccc21 (stereo not given)	-8	11	-7	-6	1.2	-11	8	4	-8
O=C(c1cccc(N2C(=O)c3ccccc3C2=O)c1)N1CCCCCC1	1	2	-19	-6	1.0	-3	-25	7	-6
Cc1cc(C)nc(SCc2nnc(SCC(=O)OC3CCCCC3)o2)n1	-11	18	0	-7	1.7	-3	-20	5	-17
O=C(O)CSCC(=O)Nc1cc(C(F)(F)F)ccc1Cl	-29	-1	-1	-9	0.1	1	0	0	-1
CCN(Cc1ccccc1)C(=O)c1ccc(NC(=O)c2ccc(OC)cc2)cc1	-5	-9	-20	8	5.7	-2	9	1	-2
Cc1cnc(NC(=O)c2cc3ccccc3o2)s1	-7	23	-4	-1	-0.4	-5	14	-1	-17
Cc1ccc(NC(=O)CCS(=O)(=O)c2ccc3c(c2)NC(=O)C(C)S3)nc1 (stereo not given)	6	10	-6	-11	5.3	-1	-9	2	-6
Cc1nc(-c2ccccc2O)n(-c2ccccc2)n1	8	1	-4	-10	0.3	-4	-3	0	-2
CC(=O)NC(CCS(C)(=O)=O)C(=O)Nc1ccc(Oc2ccccc2)cc1 (stereo not given)	-9	-3	-2	2	-0.1	5	-21	1	-4
O=C(NCc1ccccc1)c1ccc2nc(N3CCOCC3)sc2c1	-14	-2	-3	-15	0.8	-2	-13	2	-1
COc1ccc(-c2c(C(=O)c3ccccc3)[nH]c(N)c2C(=O)NC2CC2)cc1OC	.	11	.	-11	2.2	.	8	4	.

Two of the compounds above, as a markdown table.
| canonical_smiles | CHRM1 antagonist | M1 PAM parental | CHO parental Ca | CHO-K1 Ca antag | CHO-K1 Ca ag | CHRM1 agonist | TAAR1 antagonist | TAAR1 agonist | OXTR potentiate |
| --- | --- | --- | --- | --- | --- | --- | --- | --- | --- |
| CC(C)Cc1ccc(-c2cc(=O)[nH][nH]2)cc1 | 8 | 15 | 11 | 1 | 4.4 | -4 | 7 | 1 | 6 |
| N#Cc1nc(COc2cccc(Cl)c2)oc1N1CCCC1 | -14 | 19 | -5 | -8 | 0.3 | -6 | 6 | 1 | -9 |

Additional entries
SMILES	CHRM1 antagonist	M1 PAM parental	CHO parental Ca	CHO-K1 Ca antag	CHO-K1 Ca ag	CHRM1 agonist	TAAR1 antagonist	TAAR1 agonist	OXTR potentiate
CCOC(=O)N1CCN(c2c(NCCc3ccc(C)cc3)c(=O)c2=O)CC1	-12	14	-3	-1	-0.2	-2	-10	2	-9
Clc1ccc(-n2nnnc2-c2ccccc2)cc1	7	-8	-6	10	0.5	-5	-1	7	-4
COc1cccc(CNCCc2c[nH]c3ccccc23)c1OCc1ccc(F)cc1	7	12	-9	8	2.5	3	32	28	-26
CCN1CCN(C(=O)c2cn(CCOC)c(=O)c3c2c2ccccc2n3C)CC1	-5	-9	-10	-1	0.3	-6	-8	9	-5
CN1CCN(c2ccc([N+](=O)[O-])cc2NC(=O)c2ccco2)CC1	-3	16	-20	-6	0.5	-6	-27	3	-10
O=C(c1cccc([N+](=O)[O-])c1)N1CCN(c2cccc(Cl)c2)CC1	10	-15	-15	16	0.6	-8	11	0	-8
Cc1ccc(S(=O)(=O)N2CCCCC2)cc1NC(=O)COC(=O)c1c(F)cccc1F	-7	1	-13	-22	4.9	-4	-10	6	-4
COc1cccc(N(C(=O)Cn2nnc(-c3ccc(F)cc3)n2)C(C(=O)NCC2CCCO2)c2ccc(Cl)cc2)c1 (stereo not given)	3	17	-13	-16	0.8	-3	-10	2	-9
COc1ccc(NC(=S)NCc2ccccn2)cc1OC	-6	10	-14	-9	-0.4	3	7	1	-5
CCOc1ccc(Nc2nc(NCc3ccco3)nc(N)c2[N+](=O)[O-])cc1	-2	9	-27	-5	4.5	1	-49	13	-5
CCOCCCn1c(SC(C(=O)Nc2cc(C)ccc2C)c2ccccc2)nnc1-c1ccc(Cl)cc1 (stereo not given)	-13	27	-43	-13	0.0	-10	-6	-3	-13
O=C(Nc1ccc(S(=O)(=O)N2CCOCC2)cc1)c1ccccc1	-10	14	2	-3	3.0	-3	.	.	-4
O=C(CN1CCCCCC1)Nc1cccc(Br)c1	-8	8	-16	-8	-0.1	-7	14	8	-1
CC(C)c1nc(CNC(=O)CC2C(=O)NCCN2Cc2ccccc2)cs1 (stereo not given)	0	7	.	7	1.8	0	-9	3	.
Cc1ccsc1C(=O)Nc1nccs1	-5	20	-7	-17	0.5	-8	-11	10	0
COC(=O)c1cn(C(=O)c2ccc(Br)o2)c2ccccc12	3	-8	2	15	-0.3	-1	-3	13	-15
Cc1cc(C(=O)N2CCc3ccccc32)c2cc(F)ccc2n1	-1	2	-24	10	0.5	1	12	4	8
Cc1cc(C)c2c(N)c(C(=O)N3CCN(c4ncccn4)CC3)sc2n1	2	10	-10	5	0.2	-4	0	4	-6
Cc1cccc(C(=O)NCC(=O)N2CCOCC2)c1	-10	11	3	-11	1.8	-1	-11	0	-3
O=C(CCc1ccccc1)NC(=S)Nc1cccc(C(=O)O)c1	-4	1	4	-1	1.2	-2	-2	4	-2
CC(C)OC(=O)CSc1nnc(-c2ccc([N+](=O)[O-])cc2)o1	-3	15	-9	4	3.6	-11	-2	5	-14
COc1cc(-c2cc3nc(NCCN(C)C)ccn3n2)cc(OC)c1OC	6	12	.	-8	0.0	-3	15	0	.
COC(=O)c1ccccc1NC(=O)n1cc(C)cn1	-11	13	7	-4	0.2	-1	8	7	2
O=C(NCCc1ccc(F)cc1)c1cccs1	-1	-7	-6	6	0.8	-5	-3	-3	-4
CN1CCn2cnc(C(=O)N3CCN(c4ccccc4)CC3)c2C1=O	-7	9	.	2	0.3	-4	-2	3	.
Continuation:
SMILES	CHRM1 antagonist	M1 PAM parental	CHO parental Ca	CHO-K1 Ca antag	CHO-K1 Ca ag	CHRM1 agonist	TAAR1 antagonist	TAAR1 agonist	OXTR potentiate
Cc1c(C(=O)N(Cc2cccc(Br)c2)C2CCS(=O)(=O)C2)oc2ccccc12 (stereo not given)	8	12	-3	-11	3.3	0	-6	16	-13
Cc1cccc(C)c1-n1cccc1/C=C1/C(=N)N2C(=NC1=O)SN=C2S(C)(=O)=O	-5	-9	-2	11	0.9	-10	12	0	-6
CCOP(=O)(OCC)C(Nc1ccc([N+](=O)[O-])cc1)c1ccc(Cl)cc1 (stereo not given)	5	32	-10	-19	1.7	-6	15	1	-6
CCC(C)NC(=O)N[C@@H](CCSC)C(=O)OC (stereo not given in full)	6	22	-3	-7	0.7	-4	1	19	-4
O=C(c1ccc(CN2CCOCC2)cc1)N1CCC(Cc2ccccc2)CC1	0	13	0	-6	1.1	-4	20	3	-14
CCOc1ccc(N(C)Cc2cc(=O)oc3ccc(OC)cc23)cc1	3	-6	3	-3	0.2	-6	4	0	-17
COc1ccc(-n2ncc3c2CC(C)(C)CC3NC(=O)c2cnc(C)cn2)cc1 (stereo not given)	-5	-4	-7	-3	0.6	-2	-14	1	-3
COc1ccc(Nc2nc(NCc3cccs3)nc3ccsc23)cc1OC	-7	18	.	-7	10	1	23	6	.

A second format for some results above.
SMILES,CHRM1 antagonist,M1 PAM parental,CHO parental Ca,CHO-K1 Ca antag,CHO-K1 Ca ag,CHRM1 agonist,TAAR1 antagonist,TAAR1 agonist,OXTR potentiate
COc1cccc(CNCCc2c[nH]c3ccccc23)c1OCc1ccc(F)cc1,7,12,-9,8,2.5,3,32,28,-26
CCN1CCN(C(=O)c2cn(CCOC)c(=O)c3c2c2ccccc2n3C)CC1,-5,-9,-10,-1,0.3,-6,-8,9,-5
CN1CCN(c2ccc([N+](=O)[O-])cc2NC(=O)c2ccco2)CC1,-3,16,-20,-6,0.5,-6,-27,3,-10
O=C(c1cccc([N+](=O)[O-])c1)N1CCN(c2cccc(Cl)c2)CC1,10,-15,-15,16,0.6,-8,11,0,-8
Cc1ccc(S(=O)(=O)N2CCCCC2)cc1NC(=O)COC(=O)c1c(F)cccc1F,-7,1,-13,-22,4.9,-4,-10,6,-4
COc1cccc(N(C(=O)Cn2nnc(-c3ccc(F)cc3)n2)C(C(=O)NCC2CCCO2)c2ccc(Cl)cc2)c1 (stereo not given),3,17,-13,-16,0.8,-3,-10,2,-9
COc1ccc(NC(=S)NCc2ccccn2)cc1OC,-6,10,-14,-9,-0.4,3,7,1,-5
CCOc1ccc(Nc2nc(NCc3ccco3)nc(N)c2[N+](=O)[O-])cc1,-2,9,-27,-5,4.5,1,-49,13,-5
CCOCCCn1c(SC(C(=O)Nc2cc(C)ccc2C)c2ccccc2)nnc1-c1ccc(Cl)cc1 (stereo not given),-13,27,-43,-13,0.0,-10,-6,-3,-13
